dFosB act: activators of mouse delta FosB homodimer. purified delta FosB, TAMRA-CDK5 oligo fluorescence polarization; percent of positive-control signal above neutral wells. activation, % at 25 µM. actives 0.99% (n = 340,000);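 active = mean activation above about 17%, with every replicate also reaching it, limit read from the data, passing the limit was not always enough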;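 note: fluorescence polarization rise as delta FosB binds a TAMRA Cdk5 AP-1 oligo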
PvdQ inh: P. aeruginosa PvdQ acylase inhibition. purified PvdQ acylase, fluorescence plate reader. actives 0.063% (n = 340,000). AID 488965. inhibition, % at 10 µM; in the data active = inhibition above about 30%, passing the limit was not always enough;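 note: 0% = vehicle neutral wells and 100% = reference inhibitor wells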
SR-BI DiI-HDL act: enhances SR-BI lipid uptake from DiI-HDL; activation, % at 12.5 µM; AID 504775; CHO ldlA[mSR-BI] cells, DiI-HDL uptake fluorescence, 3 h; 100 = double the neutral-control signal; actives 0.096% (n = 320,000);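 active = mean replicate activation of at least 60% and every replicate at or above 60%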;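 note: 0% = median plate neutral-control signal and 100% = twice that signal; values of inactives mirror those of a sister screen read the other way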
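Test system: SR-BI-overexpressing, LDLR-lacking CHO cells. Measured by: DiI fluorescence, bottom read. Medium: Ham's F12 with 0.5% BSA, HEPES 25 mM, pH 7.4. Timing: 3 h uptake period with compound, 37 °C.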
CAL PDZ FP-1: blocks peptide binding to the human CAL PDZ domain; Q9HD26; purified CAL PDZ, TMR-peptide fluorescence polarization, 1 h; inhibition, % at 24.9 µM; actives 0.92% (n = 300,000); AID 602252;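 active = mean inhibition of at least 30% with at least half of replicates also reaching 30%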;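 note: 0% = DMSO neutral control and 100% = excess unlabeled competitor peptide PRC23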
Rtt109 Vps75: C. albicans Rtt109 histone acetyltransferase inhibition. purified Rtt109/Vps75, ThioGlo CoA-SH fluorescence, 4 h. AID 540336. actives 0.16% (n = 330,000). Q5AAJ8. inhibition, % at 34.9 µM;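 active = inhibition of at least 50% in every replicate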
MITF TRPM1 HTS: increases MITF-driven TRPM1 promoter luciferase signal | SK-MEL-5 TRPM1-promoter luciferase, 24 h; % of positive control, neutral wells = 0 | activation, % at 12.5 µM | actives 0.75% (n = 300,000);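 active = mean activation of at least 80% with every replicate also reaching 80%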;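 note: 0% = neutral control wells and 100% = parthenolide positive control wells; values of inactives mirror those of a sister screen read the other way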
SR-BI HDL uptake: inhibitors of mouse SR-BI mediated HDL lipid uptake; Q61009; ldlA[mSR-BI] CHO cells, DiI-HDL uptake fluorescence, 3 h; inhibition, % at 12.5 µM; AID 488896; actives 0.96% (n = 320,000);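 active = mean replicate inhibition of at least 70% and a set share of replicates each scoring 70 or more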;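 note: 0% = median of neutral control wells and 100% = median of positive control wells; values of inactives mirror those of a sister screen read the other way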
CAL PDZ FP-2: human CAL PDZ-peptide interaction inhibition; Q9HD26; purified CAL PDZ, TMR-peptide fluorescence polarization, 1 h; inhibition, % at 20 µM; actives 0.02% (n = 330,000); AID 504414;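 active = highest replicate inhibition of at least 40%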;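 note: plate controls were DMSO neutral control wells for no effect and unlabeled competitor peptide control wells for full effect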
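Assay system – tagged CAL PDZ protein CerCALP, purified · Timing – 1 h at RT · Compound – single point, 20 µM · Measured by – fluorescence polarization from S- and P-plane intensities, G-factor corrected · Evaluation – inhibition from polarization loss · Probe or stimulus – TMR reporter peptide T*-PRC34 · Buffer or medium – pH 7.4 phosphate-saline buffer, reducing agent, detergent, IgG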
PfHsp90 yeast 2: reduces growth (ATP signal) of yeast expressing P. falciparum Hsp90; actives 0.32% (n = 310,000); AID 504621; S. cerevisiae expressing PfHsp90, BacTiter-Glo ATP, 48 h; yeast lacking PDR1 and PDR3 efflux regulators; inhibition, % at 9.4 µM;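 active = every replicate shows inhibition above about 80%, whatever the replicate mean, limit read from the data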;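 note: 0% = DMSO neutral controls and 100% = 20 µM radicicol positive controls; yeast relying on Plasmodium falciparum Hsp90 in place of its own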
NSD2 inh: NSD2 (human) methyltransferase inhibition; O96028; NSD2 peptide methylation, AlphaScreen, 120 min; actives 0.54% (n = 310,000); inhibition, % at 12.5 µM; in the data active = inhibition above about 50%
Target sequence (O96028 whole entry, looked up): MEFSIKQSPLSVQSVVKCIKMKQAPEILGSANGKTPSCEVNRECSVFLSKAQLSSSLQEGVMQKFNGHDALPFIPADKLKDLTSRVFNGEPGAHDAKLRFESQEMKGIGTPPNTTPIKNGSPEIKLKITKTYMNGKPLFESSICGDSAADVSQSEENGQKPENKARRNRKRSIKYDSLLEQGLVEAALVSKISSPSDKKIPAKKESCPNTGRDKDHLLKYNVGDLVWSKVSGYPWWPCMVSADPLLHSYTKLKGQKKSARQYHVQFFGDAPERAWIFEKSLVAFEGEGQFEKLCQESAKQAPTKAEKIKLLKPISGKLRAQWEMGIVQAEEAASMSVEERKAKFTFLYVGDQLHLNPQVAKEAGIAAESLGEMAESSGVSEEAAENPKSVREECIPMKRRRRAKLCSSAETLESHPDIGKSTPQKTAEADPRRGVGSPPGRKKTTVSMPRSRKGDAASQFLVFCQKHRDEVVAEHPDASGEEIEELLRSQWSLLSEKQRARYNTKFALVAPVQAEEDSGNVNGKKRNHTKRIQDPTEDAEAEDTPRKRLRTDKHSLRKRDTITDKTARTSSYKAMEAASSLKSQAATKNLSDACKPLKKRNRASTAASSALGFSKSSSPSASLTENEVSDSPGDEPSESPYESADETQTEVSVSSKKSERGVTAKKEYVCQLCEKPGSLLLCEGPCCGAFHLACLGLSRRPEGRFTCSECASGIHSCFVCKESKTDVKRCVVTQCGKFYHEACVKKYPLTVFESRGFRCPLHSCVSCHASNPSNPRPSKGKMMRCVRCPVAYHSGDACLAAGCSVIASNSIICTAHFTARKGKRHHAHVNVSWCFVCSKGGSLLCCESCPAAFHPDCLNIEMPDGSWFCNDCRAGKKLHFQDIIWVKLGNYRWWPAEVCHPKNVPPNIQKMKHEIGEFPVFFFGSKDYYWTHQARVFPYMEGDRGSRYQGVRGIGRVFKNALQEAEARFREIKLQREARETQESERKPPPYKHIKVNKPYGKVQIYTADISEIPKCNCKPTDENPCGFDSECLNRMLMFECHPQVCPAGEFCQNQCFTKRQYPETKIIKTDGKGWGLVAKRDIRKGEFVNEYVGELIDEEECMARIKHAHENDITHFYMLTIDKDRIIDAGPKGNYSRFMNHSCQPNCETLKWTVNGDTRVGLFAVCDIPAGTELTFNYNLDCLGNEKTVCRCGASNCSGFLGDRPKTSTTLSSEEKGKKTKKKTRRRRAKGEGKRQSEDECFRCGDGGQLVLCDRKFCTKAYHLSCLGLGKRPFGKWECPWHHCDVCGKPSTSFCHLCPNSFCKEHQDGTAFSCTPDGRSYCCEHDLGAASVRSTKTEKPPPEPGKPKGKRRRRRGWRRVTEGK
Numbers without * were called inactive; . = not tested or not shown.

dFosB act	PvdQ inh	SR-BI DiI-HDL act	CAL PDZ FP-1	Rtt109 Vps75	MITF TRPM1 HTS	SR-BI HDL uptake	CAL PDZ FP-2	PfHsp90 yeast 2	NSD2 inh	Structure
3	-11	-5	6	-3	15	5	-0.9	-17	1	Cc1ccnc(SCc2cn3c(C)cccc3n2)n1
6	-6	7	-1	-5	-8	-7	-3.1	2	1	CN(CCOc1ccccc1)C(=O)CCc1nc2sc3c(c2c(=O)[nH]1)CCCC3
-9	4	14	-3	-8	25	-14	-1.4	4	.	COc1cccc(-c2nc(-c3ccccc3)no2)c1
7	-8	4	0	.	-3	-4	-2.2	4	-8	O=C(Cc1ccc(Br)cc1)NCCN1CCOCC1
-2	-8	17	2	-7	8	-17	.	-11	0	CSc1nc(C)c(Cl)c(C)c1C#N
-12	-12	1	-2	-13	-10	-1	-1.3	-2	2	C/C(=N/NS(=O)(=O)c1ccc(C(C)(C)C)cc1)c1ccc2c(c1)OCO2
-7	-3	24	-7	2	-1	-24	-0.4	.	59*	CN(C(=S)NC(=O)C1(C)CC1(Cl)Cl)c1ccccc1 (configuration not stated)
0	-1	10	.	3	.	-12	-0.7	30	.	O=C(NCc1cccnc1)NC1(C(F)(F)F)Oc2ccc(Cl)cc2O1 (configuration not stated)
-11	-7	17	-1	-1	-14	-17	-2.6	-8	2	CCc1cc(=O)[nH]c(SCC(=O)N2CCOCC2)n1
-4	8	6	-3	53*	-15	-6	-0.8	-4	-1	Cc1nn(C)cc1[C@@H]1C[C@H]2CN(Cc3cccc(Cl)c3)C(=O)[C@]23CCCN13
-8	7	2	-2	-2	-4	-2	0.4	5	0	O=S(=O)(c1ccc(Br)cc1)c1nc(-c2ccccc2)oc1NCCN1CCOCC1
-4	-19	18	111*	5	10	-18	0.0	30	4	CCCCc1ncc(CN2CCC(n3nccc3NC(=O)c3ccccc3OC)CC2)[nH]1
2	8	34	-2	3	-9	-34	-0.8	21	.	COCCNC(=O)/C(C#N)=C1\N=C(N)c2ccccc21
-7	4	-18	-4	-4	-10	18	-3.5	-5	.	Cc1ccc(C)c(NS(=O)(=O)c2cc(C(=O)NCc3ccncc3)ccc2C)c1
-8	-9	2	1	-1	2	-2	-1.9	11	-6	CN1C(=O)CC(n2c(CO)nc3ccccc32)C1=O (configuration not stated)
4	-5	-9	-3	-16	19	9	-2.0	-7	0	Cc1nn(C)c(Oc2ccccc2)c1CCNC(=O)C(C)(C)C
-6	-15	11	-1	-6	-11	-11	-1.1	2	-1	CCOc1ccc(Br)cc1S(=O)(=O)Nc1cccc(S(=O)(=O)N(C)C)c1
3	-5	8	-1	2	3	-8	0.2	-20	-2	CSCCC(NC(=O)c1ccccc1)C(=O)OCC(=O)N(C)CCC#N (configuration not stated)
-3	-4	9	.	-1	3	-9	-1.3	-2	-1	CCn1ncc(NC(=O)Nc2cccc(C(F)(F)F)c2)c1C(N)=O
1	-8	9	-8	5	-13	-9	-1.8	.	0	O=C(COC(=O)Cc1c[nH]c2ccccc12)NC1CCS(=O)(=O)C1 (configuration not stated)
-3	-10	-17	0	-4	-4	17	-2.3	-14	19	O=C(COC(=O)c1cc(S(=O)(=O)N2CCCCC2)ccc1Cl)NCc1ccco1
-5	0	17	0	-2	14	-17	0.7	-11	.	COC(=O)c1ccc2nc(C3CCCCC3)c3c(c2c1)CCC3
-4	-15	27	.	-2	9	-27	-2.9	11	-14	O=C(ONC(=O)C1CCCCC1C(=O)NOC(=O)c1ccccc1)c1ccccc1 (configuration not stated)
-13	-5	-15	-5	0	-3	15	-0.4	-17	25	Cc1ccc(-n2nnnc2SCC(=O)NCCC2=CCCCC2)c(C)c1
-17	-14	-16	.	-2	29	16	-0.6	29	-2	CCn1nc(C(=O)NNC(=O)c2ccccc2)c2ccccc2c1=O
0	1	13	-1	-2	48	-13	-1.1	0	-2	COCC(=O)Nc1ccccc1C(=O)Nc1ccc(OC)cc1
2	2	14	-2	0	0	-14	0.2	-17	-7	Cc1ccnc(N2C(=O)OC(C)(C)C2(C)O)c1 (configuration not stated)
-7	-6	16	0	-8	.	-16	0.4	-9	-1	O=C(Nc1nnc(Cc2ccc(Cl)cc2)s1)c1cccs1
0	-9	-1	-1	-6	-4	1	-1.9	-8	.	Cc1ccc(CNC(=O)CS(=O)Cc2nc(-c3ccccc3C)oc2C)cc1 (configuration not stated)
1	7	12	-3	-2	-10	-12	0.4	16	1	COC(=O)/C(C#N)=C/c1c(N2CCN(C)CC2)nc2ccccn2c1=O
30*	-21	10	-3	-8	-8	-10	-3.0	3	-1	CC(=O)c1ccc(OCC(=O)Nc2ccccc2C(=O)NC2CC2)cc1
2	1	4	-2	5	77	-4	.	-30	0	Cc1ccc2occ(/C=C/C(=O)c3ccccc3O)c(=O)c2c1
2	-9	-4	-1	-16	11	4	-2.9	.	1	Nc1c(C(=O)NC23CC4CC(CC(C4)C2)C3)sc2nc3c(c(C(F)(F)F)c12)CCC3
-2	11	-7	-4	5	-7	7	.	11	-2	O=C1NC(=Nc2ccccc2)SC1(CO)CO
-2	-10	3	-2	-4	-5	-3	-1.3	-40	0	O=C(COC(=O)c1cc[n+]([O-])cc1)Nc1cc([N+](=O)[O-])ccc1Cl
-5	-4	15	-6	2	-11	-15	-3.2	-9	1	CCc1nn(C(CC)C(=O)NCc2cccc(OC)c2OC)c(=O)c2cc3occc3n12 (configuration not stated)
-1	-3	36	-1	-5	8	-36	0.9	.	-3	NC(=O)c1nn(CC(=O)Nc2ccc3c(c2)OCO3)cc1[N+](=O)[O-]
-1	-11	-2	-1	6	-4	2	-2.1	-20	2	CC(C)(C)c1nc2ccccc2[nH]1
40*	8	2	6	-10	.	-2	-1.4	9	5	CN1CCN(c2nc(Nc3ccc(F)cc3)nc(Nc3ccc(F)cc3)n2)CC1
-5	-7	-1	25	-5	1	1	-2.8	23	3	CC(CN(C)Cc1nc(Cc2cccc(C(F)(F)F)c2)no1)CN1CCCC1 (configuration not stated)
1	-3	21	-5	-1	-1	-21	-0.9	.	3	CCOc1ccc(C(=O)OCC(=O)Nc2cc(C)on2)cc1OCC
-6	-10	29	-4	-8	-41	-29	-0.6	-9	7	Cc1ccc(C[n+]2cccc(-c3ccccc3)c2)c(C)c1
-4	2	13	-1	16	8	-13	-0.1	4	-1	CCN1CCN(C(=O)N(CC(=O)Nc2ccc(C(N)=O)cc2)S(=O)(=O)c2ccc(C)cc2)CC1
-2	-12	5	-4	-9	2	-5	0.3	-5	3	COc1ccc(S(=O)(=O)N2CCCCC2)cc1NC(=O)CCNC(=O)c1ccco1
9	18	7	-1	8	6	-7	-1.2	-11	-5	CCNS(=O)(=O)c1ccc(NC(=O)c2ccccc2)cc1
-9	-19	4	-1	-11	-4	-4	-5.0	.	0	COc1ccccc1NC(=O)CCC(=O)OCc1ccc(Br)cc1
10	-18	-51	0	-4	5	51	0.1	-17	0	CC(=O)Nc1ccc(NC(=O)c2ccccc2CCc2ccccc2)cc1
2	-3	23	-8	-5	.	-23	1.6	-12	-3	COCCSc1nnc(NC(=O)COC)s1
4	15	12	-2	9	5	-12	0.4	9	-2	C=C(C)CN(CC)C(=O)CC1C(=O)NCCN1C (configuration not stated)
-3	-10	-26	-4	0	-15	26	0.6	4	-2	CC1CN(C(=O)COC(=O)Cc2c(Cl)cccc2Cl)CC(C)O1 (configuration not stated)
0	5	21	-5	2	0	-21	-1.1	-6	4	Cc1ccc2[nH]c3c(c2c1)CNCC3
2	-8	.	-6	-1	4	.	-2.4	8	4	CCOc1cc(C(=O)O)ccc1OCCOc1ccccc1
3	7	15	-1	-7	5	-15	0.7	-22	-2	FC(F)(F)c1ccc(Cl)c(NC(=S)N/N=C/c2ccccc2C(F)(F)F)c1
-10	-13	5	1	-1	6	-5	-2.4	0	-4	COc1ccc(CCN2CC(C(=O)N(C)Cc3ccccc3OC)CCC2=O)cc1 (configuration not stated)
-4	2	1	-6	6	5	-1	-0.2	-12	.	COc1ccc(C2/C=C\CN(CC(C)C)CC(=O)N2Cc2cccc(F)c2)cc1 (configuration not stated)
0	-4	-5	9	1	17	5	-1.6	-4	-3	C[C@@H](C(=O)Nc1ccc(SC(F)F)cc1)N1C(=O)C2CCCCC2C1=O (some centres not stated)
-1	-1	-61	.	3	-9	61	-0.5	19	2	CCOC(=O)c1c(C)[nH]c(C(=O)Nc2ccc(NC(C)=O)cc2)c1C
-1	-25	.	-3	-5	8	.	-2.4	-2	0	N#C/C(=C(/O)c1cccs1)c1nc2ccccc2[nH]1
8	-8	-7	-2	-9	-2	7	-1.8	-14	-1	C=CCN1C(=O)C2C(C(=O)NC3CCCCC3)C3C=CC2(O3)C1C(=O)NC1CCCC1 (configuration not stated)
-10	4	-63	0	1	37	63	-0.9	2	3	CC(=O)Nc1nc(-c2ccc3c(c2)CCN3S(C)(=O)=O)cs1

Further records
dFosB act	PvdQ inh	SR-BI DiI-HDL act	CAL PDZ FP-1	Rtt109 Vps75	MITF TRPM1 HTS	SR-BI HDL uptake	CAL PDZ FP-2	PfHsp90 yeast 2	NSD2 inh	Structure
-7	-7	.	4	-5	7	.	-0.4	6	2	Cn1c(N)c(C(=O)COC(=O)/C=C/c2ccc(S(=O)(=O)N3CCOCC3)cc2)c(=O)n(C)c1=O
5	-14	35	-4	.	-5	-35	-3.8	-22	1	O=C(CSc1ncnc2nc[nH]c12)Nc1nnc(SCc2ccc(Cl)c(Cl)c2)s1
-2	-10	9	0	11	-8	-9	-0.7	.	3	Cc1oc(C)c(C(=O)NCCCC(=O)O)c1C(=O)NCCCC(=O)O
-6	12	-23	-4	11	-3	23	-0.3	-24	-3	Cc1cc(C)c(S(C)(=O)=O)c(Sc2ccc(Cl)cc2)n1
-6	0	1	.	0	8	-1	0.3	16	1	COc1ccc(NC(=O)CSc2nc(=O)n(CCN(C)C)c3c2CCCC3)cc1OC
3	-16	10	-1	2	2	-10	-1.6	31	-3	Cc1ccc(C2C(C(=O)O)c3ccccc3C(=O)N2C)c(C)c1 (configuration not stated)

An excerpt from above in order of heavy-atom count, smallest number first:
dFosB act	PvdQ inh	SR-BI DiI-HDL act	CAL PDZ FP-1	Rtt109 Vps75	MITF TRPM1 HTS	SR-BI HDL uptake	CAL PDZ FP-2	PfHsp90 yeast 2	NSD2 inh	Structure
-6	12	-23	-4	11	-3	23	-0.3	-24	-3	Cc1cc(C)c(S(C)(=O)=O)c(Sc2ccc(Cl)cc2)n1
-10	4	-63	0	1	37	63	-0.9	2	3	CC(=O)Nc1nc(-c2ccc3c(c2)CCN3S(C)(=O)=O)cs1
5	-14	35	-4	.	-5	-35	-3.8	-22	1	O=C(CSc1ncnc2nc[nH]c12)Nc1nnc(SCc2ccc(Cl)c(Cl)c2)s1
-6	0	1	.	0	8	-1	0.3	16	1	COc1ccc(NC(=O)CSc2nc(=O)n(CCN(C)C)c3c2CCCC3)cc1OC
-7	-7	.	4	-5	7	.	-0.4	6	2	Cn1c(N)c(C(=O)COC(=O)/C=C/c2ccc(S(=O)(=O)N3CCOCC3)cc2)c(=O)n(C)c1=O
